From PubChem
NPYLR7 agonist: mosquito NPYLR7 agonism; HEK293T NPYLR7/Galpha15, GCaMP6s calcium fluorescence; activation, % at 10 µM; actives 0.15% (n = 270,000); in the data active = activation above about 40%;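 also: 0% = vehicle and 100% = reference agonist at the receptor; some compounds past the cut are filed as inactive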
mcGAS lum: inhibitors of mouse cGAS. Q8C6L5. recombinant cGAS, Kinase-Glo ATP depletion luminescence. inhibition, % at 12.5 µM. actives 0.15% (n = 160,000). AID 1259399;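 also: 0% = negative control wells and 100% = reference inhibitor with no enzyme activity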
hcGAS inh: blocks human cGAS activity. recombinant h-cGAS, ATP depletion, Kinase-Glo luminescence. inhibition, % at 12.5 µM. actives 0.081% (n = 290,000). AID 1259398;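 also: 0% = vehicle reaction and 100% = reaction without DNA for no activity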
Target sequence (Q8N884 whole entry, looked up): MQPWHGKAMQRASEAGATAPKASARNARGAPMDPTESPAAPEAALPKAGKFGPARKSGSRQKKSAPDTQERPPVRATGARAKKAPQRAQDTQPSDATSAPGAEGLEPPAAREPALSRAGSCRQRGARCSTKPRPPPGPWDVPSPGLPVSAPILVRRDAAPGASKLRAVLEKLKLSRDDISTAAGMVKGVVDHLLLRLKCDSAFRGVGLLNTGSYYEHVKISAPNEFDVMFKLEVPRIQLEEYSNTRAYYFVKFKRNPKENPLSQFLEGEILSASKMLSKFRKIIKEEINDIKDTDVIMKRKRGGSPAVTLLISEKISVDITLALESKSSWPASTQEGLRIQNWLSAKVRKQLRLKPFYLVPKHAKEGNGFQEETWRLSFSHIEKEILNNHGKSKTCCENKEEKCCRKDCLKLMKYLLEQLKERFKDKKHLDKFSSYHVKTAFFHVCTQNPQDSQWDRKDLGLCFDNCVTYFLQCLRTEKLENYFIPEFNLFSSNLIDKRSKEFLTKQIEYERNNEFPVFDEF
An asterisk follows results filed as active; · = not tested or not shown; & = joins results of further samples. Rule as the data show it, unless noted: active = inhibition above about 40%; inactive = the rest.

Sequence of screens: mcGAS lum | NPYLR7 agonist | hcGAS inh
- Cc1cccc(C(=O)N2CCSC23CCN(C(=O)Nc2cc(C(F)(F)F)cc(C(F)(F)F)c2)CC3)c1
    -6 | -10 | -18
- CC1CN(C(=O)c2cc(S(=O)(=O)Nc3ccccc3F)c(Cl)cc2Cl)CC(C)O1 (stereo unspecified)
    · | 1 | -2
- CCOc1cc(Br)cc(C(=O)Nc2cccc(-c3nc4ccc(C)cc4o3)c2)c1O
    2 | -9 | 1
- CCOc1ccc2[nH]c(=O)c(CN3CCCCC3c3nc(C)no3)cc2c1 (stereo unspecified)
    · | 21 | -10
- COC(=O)CN1CCN(CCC(=O)Nc2sc(C(=O)OC)c(C)c2C(=O)OC)CC1
    -6 | -1 | -6
- CC(=O)N1CCN(c2nc(C)nc3sc(C)c(C)c23)CC1
    · | 8 | -2
- COc1ccc(C(=O)N2CC(=O)N(CC3(O)CCCC3)CC(C)(C)C2)cc1OC
    -5 | 25 | -3
- O=C(CSc1nnc2n1CCCCC2)N1CCN(c2cccc(C(F)(F)F)c2)CC1
    · | 6 | -9
- CC(c1ccccc1)N(Cc1cccc(C(F)(F)F)c1)Cc1nc(C(=O)NCc2cccnc2)co1 (stereo unspecified)
    -6 | 21 | -3
- Cc1cc2nc(NC(=O)C3(C)CCN(C(C)C)C3)[nH]c2cc1C (stereo unspecified)
    · | 0 | -5
- O=C(Nc1cccc(-c2ccco2)c1)C1CCN(Cc2ccsc2)CC1
    · | 4 | -5&3
- O=C(CSc1ccccc1)NC1CCCN(C2Cc3ccccc3C2)C1 (stereo unspecified)
    · | 20 | -7
- CCc1nc(N2CCN(C(=O)c3cccs3)CC2)c2c3c(sc2n1)CCCC3
    1 | 0 | 7
- COc1cc(S(=O)(=O)N2CCCC2)c(OC)cc1C
    -3 | 15 | -5
- CC(=O)Nc1cccc(C(C)N(Cc2ccccc2)C(=O)c2cccs2)c1 (stereo unspecified)
    -18 | 5 | -6
- CN(C)C(=O)N1CCN(c2nc(NC3CC3)nc3c2CCNCC3)CC1
    -5 | · | -11
- CCc1ccc(OS(=O)(=O)c2cn(C)c(=O)n(C)c2=O)cc1
    -7 | 0 | -8
- COc1ccc(-c2cc(C(N)=O)ccn2)c(OC)c1OC
    -10 | 6 | 0
- CCn1cc(SCC(=O)N2CCOC(C(F)(F)F)C2)c2ccccc21 (stereo unspecified)
    · | 10 | -2
- COc1ccc(F)c(CN2CCCC3(CCN(Cc4cccn4-c4cccnc4)C3)C2)c1 (stereo unspecified)
    -10 | -1 | -5
- O=C(c1cccc(C(F)(F)F)c1)N1CCN(C(c2ccccc2)c2ccc(Cl)cc2)CC1 (stereo unspecified)
    -7 | -3 | -6
- CC(C)CN(CC(=O)N(CCc1c[nH]c2ccccc12)Cc1ccccc1)C(=O)Nc1cccc(Cl)c1Cl
    1 | -5 | -2
- Cc1cc(Oc2cc(N3CCN(C(=O)c4cccs4)CC3)ncn2)ccc1Cl
    -3 | 12 | -5
- CC(C)n1c(CN2CCN(c3ccccc3F)CC2)nc2c1c(=O)n(C)c(=O)n2C
    -9 | · | -9
- O=C(NCCCc1cccnc1)c1ccc2nc(Cc3cccc(Cl)c3)oc2c1
    -9 | 10 | -8
- CCOCCn1c(=NC(=O)c2ccccc2S(C)(=O)=O)sc2cccc(F)c21
    · | -3 | -11
- O=C(CCn1cc(Cl)cn1)N1CCCC(O)(CO)CC1 (stereo unspecified)
    · | 8 | -4
- CC=CCn1c(=O)c2c(nc3n(CCCN4CCOCC4)c(C)cn23)n(C)c1=O
    · | -1 | 1
- CCc1ccc(CNC(=O)c2ccc(Cl)s2)s1
    · | 10 | -19
- COc1ccc(Cl)cc1Cn1c(C)c(C(=O)NCc2ccc3c(c2)OCO3)sc1=O
    · | 14 | -5

Entries listed so far containing an aryl methoxy group:
Sequence of screens: mcGAS lum | NPYLR7 agonist | hcGAS inh
- COc1ccc(C(=O)N2CC(=O)N(CC3(O)CCCC3)CC(C)(C)C2)cc1OC
    -5 | 25 | -3
- COc1cc(S(=O)(=O)N2CCCC2)c(OC)cc1C
    -3 | 15 | -5
- COc1ccc(-c2cc(C(N)=O)ccn2)c(OC)c1OC
    -10 | 6 | 0
- COc1ccc(F)c(CN2CCCC3(CCN(Cc4cccn4-c4cccnc4)C3)C2)c1 (stereo unspecified)
    -10 | -1 | -5
- COc1ccc(Cl)cc1Cn1c(C)c(C(=O)NCc2ccc3c(c2)OCO3)sc1=O
    · | 14 | -5

(next part)
Sequence of screens: mcGAS lum | NPYLR7 agonist | hcGAS inh
- COc1cc(Cl)ccc1NC(=O)c1cnn2c(C(F)(F)F)cc(-c3ccc(F)cc3)nc12
    -4 | 5 | -2
- O=C(CSc1nc2c(c(=O)n1CCc1ccccc1)SCC2)N1CCN(c2ccccc2)CC1
    -7 | 6 | -4
- CCn1c(SCc2c(F)c(F)c(OC)c(F)c2F)nnc1-c1c2c(nc3ccccc13)CCC2
    -4 | -2 | -3
- COc1cccc(CC2CN(C(=O)c3ccc(Cn4ccnc4)o3)CCO2)c1 (stereo unspecified)
    -15 | 8 | -7
- CCc1cc(C(=O)NCc2ccc(C(=O)N(C)C)cc2)sc1C
    · | 2 | -8
- COc1ccc2c(-c3ccccc3)cc(SCCO)nc2c1
    · | 9 | -6
- CCSC1(CNC2CCN(CC(F)(F)F)C2)CCOCC1 (stereo unspecified)
    · | 0 | -7
- CCc1ccc(CN(C)C(=O)c2cc(COc3ccc(OC)cc3Cl)on2)nc1
    -2 | 21 | -10
- CC1CCCCN1CCN(C)Cc1ncc[nH]1 (stereo unspecified)
    · | 4 | -4
- COC(=O)c1ccccc1C=C1N=C(c2ccccc2)OC1=O
    · | 4 | -3
- COc1ccccc1C(=O)N1CCC2(CC1)NC(=O)c1ccccc1N2
    -7 | 15 | -2
- CC1CCN(c2ccc(NC(=O)Nc3ccc(C#N)cc3)cc2C(=O)NC(C)c2ccccc2)CC1 (stereo unspecified)
    -5 | 1 | -8
- COc1ncccc1NC(=O)c1cccc(CN2[C@@H]3CC[C@H]2CC(O)C3)c1 (stereo partly specified)
    -12 | · | -11
- Cc1scc(CN2CC(C)CC(C)C2)c1C (stereo unspecified)
    · | 2 | -5
- CCN(CC)c1ccc(C(=O)NNS(=O)(=O)c2ccc(F)cc2F)cc1
    · | 9 | -3
- CC1=C(C(N)=O)C(c2ccc(Cl)cc2)NC(=O)N1 (stereo unspecified)
    -5 | 4 | -2
- Cc1ccc(S(=O)(=O)Nc2cccc(-c3ccc4nncn4n3)c2)cc1C
    -8 | -11 | -6
- CC(C)N(CC(=O)N(CCc1c[nH]c2ccccc12)Cc1ccccc1)C(=O)c1ccc(-c2ccccc2)cc1
    -4 | 15 | -2
- Cc1cc(C)c2c(N)c(-c3cc(=O)oc4ccc(O)cc34)sc2n1
    -9 | 3 | -7
- O=S(=O)(c1cc(Cl)cc(Cl)c1O)N1CCOCC1
    · | 0 | -1
- CC(=O)N1CCC(C(=O)N2CCCC(Nc3ccc(C)c(C)c3)C2)CC1 (stereo unspecified)
    · | 20 | -7
- Cc1cc(C)n(CC(O)Cn2c3c(c4cccc(Cl)c42)CCCC3)n1 (stereo unspecified)
    -8 | 7 | -13
- COc1ccc(-c2ccc3[nH]nc(N)c3c2)cn1
    -15 | 22 | -1
- NC(=O)N/N=C(\c1ccccc1)C(F)(F)C(F)(F)OC(F)(F)F
    -5 | 6 | -19
- O=S(=O)(c1cccs1)N1CCN(Cc2nnnn2-c2ccc(Cl)cc2)CC1
    -5 | 1 | -2
- CCOC(=O)CC(=O)N1CCC(n2cnc3ccc(C)cc32)CC1
    -4 | -3 | -4
- O=C(Cn1cc(SCC(=O)N2CCc3ccccc32)c2ccccc21)N1CCOCC1
    -6 | -5 | -5
- CCCCCNC(=O)c1ccc2c(c1)C(=O)N(Cc1ccco1)C2=O
    -1 | 4 | 7
- Fc1ccc(C2=Nc3nnnn3C(c3cccs3)C2)cc1 (stereo unspecified)
    · | 4 | -8
- Cc1nnc(SCc2nc(C(=O)N3CCN(c4cccc(C(F)(F)F)c4)CC3)cs2)n1-c1ccccc1
    -6 | 5 | -10
- FC(F)(F)c1cccc(-c2cnc3ccc(NCc4ccc5c(c4)OCO5)nn23)c1
    · | -3 | -9
- Cc1ccccc1C1CC(=O)c2c(C)nc(N)nc2C1 (stereo unspecified)
    · | 16 | -7
- CCN1C(=S)NC(c2ccc(NC(=O)Nc3ccc(OC)cc3OC)cc2)C(C(=O)OCC(C)C)=C1C (stereo unspecified)
    -5 | -3 | -4
- CCCN1CC(NC(=O)c2cn3c(n2)CNCC3)CC1=O (stereo unspecified)
    -17 | · | -6
- CS(=O)(=O)N1CCc2cc(C3=NNC(=Nc4ccc(Cl)cc4)SC3)ccc21
    -10 | 1 | -2
- CC(=O)NCCc1c(Cc2ccccc2)[nH]c2ccccc12
    · | -17 | -5
- CC1(C)OCC(CNC(=O)c2ccccc2F)O1 (stereo unspecified)
    -3 | -14 | -7
- CC(C)C(=O)N1CCCC1(C)C(=O)NCc1ccccn1 (stereo unspecified)
    -1 | -4 | -5
- CCC(C)N(Cc1ccc(OC)c(OCc2nc(CO)cs2)c1)C(=O)COC (stereo unspecified)
    -6 | 25 | -5
- Cc1cncc(NCc2cccc(Cl)c2)n1
    · | -3 | -4
- O=C(COc1cccc(Cl)c1)N1CCC(Cc2ccc(-c3ccccc3)cc2)CC1
    -7 | 2 | -2
- O=C(CC(c1cccc([N+](=O)[O-])c1)c1c[nH]c2ccccc12)N1CCN(Cc2ccc3c(c2)OCO3)CC1 (stereo unspecified)
    -5 | 28 | -9
- CCOC(=O)c1c(N)sc2c1CC(C)(C)NC2(C)C
    -9&-2 | 10&2 | -6&-5
- CCCn1cc(C2CCN(C(=O)c3ccccc3OC(F)(F)F)CC2)c2ccccc21
    -7 | 1 | -7
- O=C(CCN1CCc2sccc2C1c1cccc(F)c1)N1CCN(C(=O)c2ccc(Cl)cc2Cl)CC1 (stereo unspecified)
    -8 | 14 | -7
- Cc1sc2nc(CCc3ccccc3)nc(N3CCN(C(=O)C4C[C@H]4c4ccccc4)CC3)c2c1C (stereo partly specified)
    -4 | -1 | -11
- COc1ccccc1-c1nnc(SCC(=O)c2ccccc2)n1C
    · | 0 | -18
- Cn1nc(C(=O)N(Cc2ccccn2)Cc2ccco2)c2c1CCCC2
    -12 | -6 | -7
- CC(CO)CN(Cc1ccccc1)Cc1cc2ccc(F)cc2[nH]c1=O (stereo unspecified)
    0 | -8 | 2
- O=C(NCC1Cc2cc(Oc3ccccc3)ccc2O1)c1cc2ccccc2s1 (stereo unspecified)
    -4 | · | -2
- O=C(CN1CCCC1)N1N=C(c2cccc(F)c2)CC1c1ccc2c(c1)OCO2 (stereo unspecified)
    -4 | -2 | -5
- CNc1ncc(CN(C)c2nccc(CCC(F)(F)F)n2)cn1
    · | 10 | -2
- C=CCn1c(N)c(C(=O)N2CCCC2)sc1=S
    · | -2 | 2
- CC1OC(=O)C23C4(C)CC5OC56C(=CC(=O)OC6(C)C)C45CC(C)(C4(O)OC5(C)OC142)C31CO1 (stereo unspecified)
    -8 | -10 | -8
- COc1cc(OC)nc(C(NC(=O)C2CCN(CC(=O)C(C)(C)C)CC2)c2ccccc2C)n1 (stereo unspecified)
    0 | -8 | 3
- CC(=O)CSc1ncnc2c1nnn2Cc1ccc(C)cc1
    1 | 15 | -6
- Cc1cc(OCc2cc(C(=O)NCC3CC(=O)N(C4CC4)C3)no2)cc(C)c1Cl (stereo unspecified)
    -9 | · | -9
- NS(=O)(=O)c1ccc(OC(=O)CNC(=O)OCc2ccccc2)cc1
    · | -7 | -4
- O=C(Cc1c[nH]c2ccccc12)N1CCc2c(ncnc2N2CCOCC2)C1
    · | 4 | -1
- Cc1[nH]cnc1CN1CCOC(CCNC(=O)c2ccsc2)C1 (stereo unspecified)
    · | -3 | -2

Quoted from the listing:
Cc1cc(C)n(CC(O)Cn2c3c(c4cccc(Cl)c42)CCCC3)n1 (stereo unspecified) in hcGAS inh = -13
O=S(=O)(c1cc(Cl)cc(Cl)c1O)N1CCOCC1 in hcGAS inh = -1

The results go on.
Sequence of screens: mcGAS lum | NPYLR7 agonist | hcGAS inh
- Cc1cccc(CNC(=O)c2cc(N3CCCC(C)C3)nc3ccccc23)c1 (stereo unspecified)
    -2 | 6 | -1
- CCN1CCN(CC2(O)CCCN(CCCc3ccccc3)C2=O)CC1 (stereo unspecified)
    · | -1 | -5
- CCCC(=O)NNC(=O)c1ccc(=O)n(Cc2ccc(Cl)cc2)c1
    -9 | -9 | -7
- CCOC(=O)CNC(=O)N(C)Cc1nn(-c2ccccc2OC)c2c1CN(CC)CC2
    -4 | · | -1
- O=c1c2nnn(-c3cccc(F)c3)c2ncn1Cc1ccccc1
    -8 | -2 | -5
- CC(C)CCC(=O)N1CCC2(CCCN(Cc3cnn(C)c3C3CC3)C2)C1 (stereo unspecified)
    -8 | 5 | -5
- Cc1ccn(CCC(=O)NCc2cccnc2N2CCCCCCC2)n1
    · | 19 | -5
- COc1ccc(CNC(=O)c2cccnc2N2CCN(S(=O)(=O)c3cccc(Cl)n3)CC2)cc1
    -7 | 29 | -3
- Cc1ccc2c(c1)c(N=NC(=O)COc1ccc3ccccc3c1)c(O)n2C
    -5 | 8 | -3
- COc1ccccc1C(O)(C(=O)NNc1cccc(C)c1)c1ccccc1OC
    · | -6 | -8
- CCOC(=O)c1c(SC(C)C)nc(=O)[nH]c1C
    -9 | 3 | -10
- O=C(CSc1ncnc2c1cnn2-c1ccccc1)NC1CCCCC1
    -1 | 5 | -12
- CN(CCc1cnn(C)c1)c1nc2nonc2nc1NC1CCCC1
    · | -2&10 | -1&-4
- Cc1oc(C)c(C(=O)OC(C)C(=O)N2CC(C)OC(C)C2)c1Br (stereo unspecified)
    · | 12 | -5
- CCCN1CCCC1C(=O)NCC(C)(O)c1ccc(F)cc1F (stereo unspecified)
    · | 0 | -7
